HT1080 IDH1KD tx: toxicity to HT-1080 IDH1 knockdown cells (counter line). HT-1080 IDH1 knockdown viability, ATP luminescence, 48 h. Potency, µM (doses to about 46.1 µM), inactives show top-dose activity, negative = toxicity, actives largely listed as cytotoxic. actives 2% (n = 360,000). AID 686971;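 also: potency is read from the fitted curve at half-maximal effect; 0% = DMSO wells and -100% = cell-free medium wells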
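After a 2 h attachment period, IDH1KD HT-1080 cells took pin-transferred compound for 48 h at 37 °C; ATP-based luminescence after 10 min room-temperature reagent incubation reported viability.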
IL1B secr inh: inflammasome signaling inhibition, IL-1 beta readout | THP-1 LPS/ATP IL-1B secretion, AlphaLISA, 16 h; stronger effect = lower value | activity change, % at 57.5 µM | actives 4.7% (n = 360,000) | AID 743279; in the data active = activity change below about -50%; inconclusive = mostly about -30% to -49%; also: % is scaled to controls: 0 for no effect and ±100 for the full control effect
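THP-1 cells pretreated 1 hr with compounds (up to 57.5 uM final), then stimulated with LPS (250 ng/mL final) plus ATP (1.25 mM final); secreted IL-1B measured by AlphaLISA after 16 hr, decreased signal indicating inhibition.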
DRD3 agonist: activates the human D3 dopamine receptor | D3R DiscoveRx beta-arrestin cells, luminescence, 90 min | max activation, % | P35462 | actives 0.58% (n = 410,000); in the data active = max activation above about 30%; also: 0% is about no effect; mostly tested at two doses, the higher about 12 µM
Target sequence (P35462 whole entry, looked up): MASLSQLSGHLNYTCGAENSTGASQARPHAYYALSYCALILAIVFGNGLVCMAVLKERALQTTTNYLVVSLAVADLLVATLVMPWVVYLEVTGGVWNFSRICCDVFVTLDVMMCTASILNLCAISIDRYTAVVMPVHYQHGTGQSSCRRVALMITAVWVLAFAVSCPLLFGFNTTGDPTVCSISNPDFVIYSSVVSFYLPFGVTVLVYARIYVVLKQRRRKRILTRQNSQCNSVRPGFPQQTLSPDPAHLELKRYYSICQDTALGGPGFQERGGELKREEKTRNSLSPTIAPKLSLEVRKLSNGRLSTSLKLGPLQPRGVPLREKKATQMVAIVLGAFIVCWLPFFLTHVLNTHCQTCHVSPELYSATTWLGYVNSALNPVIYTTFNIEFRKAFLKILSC
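Cells at 1500/well, incubated overnight, then treated with pinned compounds (dopamine as control) for 90 min at 37 degrees C. DiscoveRx reagent added for 30 - 60 minutes at room temperature; luminescence read.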
MCF10A rereplic: inducers of DNA re-replication in MCF 10A breast cells | MCF 10A DNA re-replication, Hoechst nuclear intensity, 48 h | Potency, µM (highest dose often 46.1 µM), inactives show at the top dose activity, positive = re-replication, most hits filed as activators | actives 2.9% (n = 350,000) | AID 624296; also: potency is read from the fitted curve at half-maximal effect; % of control where 0% means no effect; nearly all actives have a fitted effect of over 50% in size
KB-3-1 tox: kills parental KB-3-1 adenocarcinoma cells; AID 1347075; actives 1.4% (n = 400,000); KB-3-1 viability, CellTiter-Glo ATP luminescence, 72 h; Potency, µM (titrated, usually from 46.1 µM), inactives show at the highest dose activity change, negative = cytotoxic, usual class: cytotoxic; also: potency is read from the fitted curve at half-maximal effect; % is scaled to controls: 0 for no effect and ±100 for the full control effect; nearly all actives have a fitted effect of over 60% in size
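Parental KB-3-1 adenocarcinoma cells in phenol-red-free DMEM with 10% FBS were pin-treated with compounds at several concentrations, incubated 72 h at 37 °C, and viability read by CellTiter-Glo luminescence; concentration-effect curves were fitted after normalization.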
KB-V1 cytotox: kills drug-selected multidrug resistant KB-V1 cells; KB-V1 MDR cells viability, CellTiter-Glo, 72 h; actives 3.4% (n = 400,000); AID 1347076; Potency, µM (doses to about 46.1 µM), inactives show top-dose activity change, negative = cytotoxicity, usual class: cytotoxic; also: potency is read from the fitted curve at half-maximal effect; % is scaled to controls: 0 for no effect and ±100 for the full control effect; nearly all actives have a fitted effect of over 60% in size
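Cells of the MDR subline KB-V1 are plated, dosed with compound at multiple concentrations, and incubated 72 h at 37 degrees C; CellTiter-Glo is then added and luminescence read after 10 min.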
SW480 rereplic: inducers of DNA re-replication in SW480 colon cancer cells; SW480 DNA re-replication, Hoechst DNA content imaging, 48 h; Potency, µM (highest dose often 46.1 µM), inactives show at the top dose re-replication activation, usual class: activators; actives 1.8% (n = 340,000); also: potency is read from the fitted curve at half-maximal effect; % of control where 0% means no effect; nearly all actives have a fitted effect of over 55% in size
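Cells (250 per well) received 23 nL compound or DMSO by pin tool and were kept 48 hr at 37 C, 5% CO2. Nuclei were then stained with Hoechst for 40 min and scanned for DNA content.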
HT1080-NT tox: kills 2HG-producing HT-1080-NT fibrosarcoma cells; HT-1080-NT fibrosarcoma viability, CellTiter-Glo ATP luminescence, 48 h; Potency, µM (series often up to 46.1 µM), inactives show at the top dose activity, negative = less viability, usual class: cytotoxic; actives 1.6% (n = 360,000); AID 686970;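 also: NT is the 2HG producing partner of a matched IDH1 knockdown line; potency is read from the fitted curve at half-maximal effect; 0% = DMSO-treated cells and -100% = media-only wells without cells; nearly all actives have a fitted effect of over 55% in size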
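HT-1080-NT; 750 cells/well; 5% FBS RPMI; 48 h compound, 37 degrees C; CellTiter-Glo luminescence; curve fitting and curve-class assignment.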
GLP1R cytotox: cytotoxicity counter-screen for GLP-1 receptor inverse agonists. HEK293 cAMP-luciferase reporter cells, luminescence, 24 h. Potency, µM (titrated, usually from 38.3 µM), for the others: at the top dose activity change, negative = inhibition, actives largely listed as inhibitors. actives 0.13% (n = 410,000). AID 624418;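 also: loss of luciferase light is scored as toxicity; potency is read from the fitted curve at half-maximal effect; % is scaled to controls: 0 for no effect and ±100 for the full control effect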
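Step one: seed cells (200 cells/uL, DMEM with 10% Nu serum, 1% pen-strep). Step two: 12-hour incubation at 37 deg C. Step three: pin 23 nL compound, incubate 24 hr. Step four: add luciferase reagent, read luminescence 12 min later.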
An asterisk follows results filed as active; ? = inconclusive; · = not tested or not shown; [ ] = dose if it differs, or a comment. Unless noted, calls follow the shape of the dose curve; as a rule, active = well fitted curve in the direction sought with a large enough effect; inconclusive = small, poorly fitted or top-dose-only effect, or another doubt; inactive = no such curve, though single readings can be large; an effect the other way counts as inactive or inconclusive. Compounds as they come; 11% or so of the library scored in one or more.

Every second line gives: KB-3-1 tox | DRD3 agonist | SW480 rereplic | MCF10A rereplic | GLP1R cytotox | IL1B secr inh | HT1080 IDH1KD tx | HT1080-NT tox | KB-V1 cytotox
O=C(NNC1=NC2(CCCC2)Cc2ccccc21)c1cccnc1
→ -4% | 5 | 1% | 6% | -5% | 0 | 25% | 6% | -16%
COc1ccc(NC(=S)NNC(=O)C(C)n2nc(C)c([N+](=O)[O-])c2C)cc1 (configuration not stated)
→ -1% | -1 | -6% | -22% | 14% | -2 | 1% | 2% | 26%
Cc1ccc(S(=O)(=O)n2cc(-c3ccccc3)c3ccccc32)cc1
→ 2.3µM* | -29 | 3.7µM* | 36% | 5% | 69 | ? | ? | 1.3µM*
COc1ccccc1C(=O)Nc1ccccc1OCc1cc(=O)n2c(C)csc2n1
→ 0% | 8 | · | · | 4% | · | · | · | -14%
COc1cccc(C(=O)Nc2ccc3c(c2)OC[C@H](C)N(CCc2ccccc2)C[C@@H](C)[C@@H](OC)CN(C)C3=O)c1
→ ? | -8 | · | · | -12% | -6 | ? | -26% | ?
COc1cc(OC)cc(-n2nnnc2SCC(=O)NCc2cccs2)c1
→ 14% | 6 | 3% | 4% | 2% | -27 | -1% | -5% | ?
Cc1cccc(NC(=O)COC(=O)c2cccc(S(=O)(=O)N3CCCCCC3)c2)c1
→ 6% | -20 | -11% | -8% | -5% | 0 | 3% | 6% | 18%
CN(C)S(=O)(=O)N(CC(=O)Nc1ccc(S(=O)(=O)N2CCCC2)cc1)c1ccccc1
→ -8% | -3 | 1% | 8% | 5% | -12 | -7% | -1% | ?
CCNS(=O)(=O)c1ccc(Br)c(OC)c1
→ -18% | 8 | -5% | -9% | 5% | -11 | 1% | 5% | 2%
COc1cccc(N(C(=O)Cn2nnc(-c3ccc(C)cc3)n2)C(C(=O)NC(C)(C)C)c2c[nH]c3ccccc23)c1 (configuration not stated)
→ -19% | -2 | 2% | 11% | -15% | -21 | -17% | -2% | 0%
S=c1[nH]nc(-c2ccco2)n1-c1ccccc1Cl
→ -3% | -13 | -1% | -4% | -2% | 28 | 25% | 18% | -1%
Nc1ccc(OCc2ccccc2)cc1[N+](=O)[O-]
→ 12% | 0 | 4% | 6% | -18% | -8 | -26% | 3% | 13%
O=C(COC(=O)C1CC(=O)N(Cc2ccco2)C1)Nc1ccc(F)cc1F (configuration not stated)
→ 4% | -1 | -7% | 16% | 6% | 5 | 4% | 1% | 8%
O=C(CN1C(=O)NC2(CCOc3ccccc32)C1=O)NCc1ccccc1 (configuration not stated)
→ -3% | -7 | 0% | 8% | 4% | 9 | -9% | 0% | -4%
O=C(C1CCC1)N1CCc2cc(S(=O)(=O)NCCc3ccccc3)ccc21
→ -6% | 6 | · | · | 5% | · | · | · | 4%
COc1ccc(CCNC(=O)CN2CCN(S(=O)(=O)c3ccc(Cl)cc3)CC2)cc1OC
→ -8% | 0 | 4% | -3% | -9% | -6 | 9% | -2% | -18%
O=S(=O)(c1cccs1)N1CCN(S(=O)(=O)c2cccs2)CC1
→ -2% | -4 | -4% | -4% | 13% | 3 | 6% | ? | 0%
Nc1c(C(=O)CSc2nnc(Cc3ccccc3)o2)c(=O)[nH]c(=O)n1C1CC1
→ -1% | 1 | -4% | 2% | 1% | 10 | 10% | 0% | 3%
CCN(CC)CC(C)(C)C(=O)/C=C/c1ccc(/C=C/C(=O)C(C)(C)CN(CC)CC)cc1
→ ? | -14 | ? | 76% | ? | -3 | 1.6µM* | 5.8µM* | -3%
CC(=O)N1CCCc2cc(S(=O)(=O)N3CCC(C(=O)NCc4ccc(N(C)C)cc4)CC3)ccc21
→ 0% | -3 | · | · | 2% | · | · | · | 10%
CCOC(=O)C(=CNc1nc2ccc(C(=O)OCC)cc2s1)C(=O)OCC
→ -2% | -10 | ? | 6% | 0% | 0 | 3% | -2% | 17%
Cc1noc(C)c1COC(=O)c1cc(S(=O)(=O)N2CCOCC2)ccc1Cl
→ 8% | 4 | -2% | 0% | 11% | -27 | -11% | -3% | -1%
COCCNC(=O)Cn1ncc2c(C)n(Cc3ccc(C)cc3)c(C)c2c1=O
→ 8% | 8 | · | · | 4% | · | · | · | -5%
COCCn1c(C)cc(/C=C2/NC(=O)N(Cc3ccc(C)cc3)C2=O)c1C
→ 0% | -12 | 4% | 6% | -3% | -15 | -18% | -6% | -7%
O=C(CCNC(=O)N1CC(=O)Nc2ccccc21)NCc1cccc(Cl)c1
→ 17% | -5 | 4% | 5% | -6% | 0 | 1% | 17% | ?
COc1ccc(-c2nnc(C3CCN(S(=O)(=O)c4ccccc4)CC3)o2)cc1
→ -3% | 2 | -3% | 18% | ? | -7 | -6% | -11% | 20%
Cc1ccc(N(C(=O)c2cccs2)C2C=CS(=O)(=O)C2)cc1 (configuration not stated)
→ 7% | -9 | 17% | 0% | 1% | 4 | -6% | 5% | -6%
CC(C)CCOc1ccc(C(=O)N2CCN(c3ncccn3)CC2)cc1
→ 3% | -8 | -3% | -4% | 3% | -24 | -6% | 0% | 5%
CCN(CC)C(=O)CP(=O)(c1ccccc1)c1ccccc1
→ 10% | 1 | -5% | -2% | 0% | 28 | 16% | 20% | ?
O=C(Nc1ccccc1C(=O)NCc1ccco1)Nc1cccc2ccccc12
→ -1% | -2 | 2% | ? | -25% | ? | ? | ? | 2%
C[C@@H]1C=C[C@](Cc2ccccc2)(C(=O)NCC2CC2)N1C(=O)c1ccccc1
→ 11% | 2 | 10% | 7% | -7% | 8 | 22% | 0% | -7%
Cc1ccc(NCc2nnc3n2CCCCC3)c(C)c1
→ 3% | -4 | -1% | 0% | 0% | -14 | -1% | -1% | -21%
CCN(CC)CC#CCC(O)(c1ccccc1)c1ccc(Br)cc1 (configuration not stated)
→ -4% | -9 | -40%[inhibitor] | ? | -24% | -14 | 0% | -5% | ?
CS(=O)(=O)C1=NN2C(=N)/C(=C\c3ccc(OCCOc4ccccc4)cc3)C(=O)N=C2S1
→ 6% | 5 | -1% | ? | -19% | -7 | -16% | -28% | ?
CCOC(=O)c1nnc2c(Br)c(-c3ccccc3)nn2c1C
→ -8% | -2 | 3% | 12% | 6% | 1 | 6% | 4% | 8%
CCCCSCCCNC(=O)c1cn(C)c2ccc(S(=O)(=O)N3CCCCCC3)cc2c1=O
→ ? | 0 | · | · | -9% | · | · | · | -6%
Cc1ccc(CNS(=O)(=O)c2ccc(C)s2)cc1
→ 1% | -1 | -6% | -6% | 2% | 3 | 12% | 3% | 6%
CC(C)(C)c1cc(CCC(=O)NNC(=O)c2ccco2)cc(C(C)(C)C)c1O
→ 0% | -3 | -2% | ? | 0% | 19 | 4% | 0% | -16%
O=C(CN1CCN(S(=O)(=O)c2ccc(Br)cc2)CC1)Nc1ccccc1C(=O)c1ccccc1
→ -19% | -5 | -2% | ? | 3% | -6 | 3% | -2% | ?
O=C(CSc1nc2ccccc2nc1Cc1ccc(Cl)cc1)N1CCc2ccccc21
→ 7% | -18 | · | · | ? | · | · | · | ?
CC(=O)Nc1ccc(SCCC2CCCCN2C)cc1 (configuration not stated)
→ 0% | -3 | -6% | -1% | 0% | -16 | 0% | 2% | 1%
Cc1cccc(C(=O)NCC(c2ccc3c(c2)OCO3)N2CCN(c3ccccc3F)CC2)c1 (configuration not stated)
→ -7% | -22 | · | · | 9% | · | · | · | -11%
CN(CC(=O)NCCc1ccccc1)CC(=O)Nc1cccc(F)c1
→ 5% | 3 | -3% | 2% | -11% | 0 | 3% | 0% | -23%
CC(=O)Nc1cc(NC(C)=O)ncn1
→ 3% | 9 | -11% | 22% | -1% | -11 | 5% | 11% | 5%
O=C(Nc1ccc(N2C(=O)c3cccc4cccc(c34)C2=O)cc1)c1ccc(N2CCCCC2)c([N+](=O)[O-])c1
→ 5% | -1 | -1% | 0% | 5% | -6 | 5% | 4% | -13%
c1nc(Nc2ccc(N3CCOCC3)cc2)c2ccsc2n1
→ 12% | 2 | 1% | -9% | -5% | -10 | 0% | -2% | 6%
O=C(/C=C/c1c(F)cccc1Cl)N1CCOCC1
→ 21% | 0 | -7% | -1% | 1% | -4 | 6% | 0% | -6%
CCOC(=O)C1=C(N)Oc2ccc3ccccc3c2C1c1ccc(O)cc1 (configuration not stated)
→ -2% | -13 | 1% | 18µM* | 15% | -12 | -17% | -6% | -6%
CCOC(=O)C1CCCN(C(=O)c2cc(-c3ccncc3)nc3ccccc23)C1 (configuration not stated)
→ 2% | 8 | 13% | 3% | -6% | 12 | 8% | 3% | -4%
C=CCn1c(C)cc(C(=O)CSc2nc3ccccc3[nH]2)c1C
→ -11% | 18 | -1% | 20% | 6% | -65* | ? | 4% | 0%
CCNc1nc(NC#N)nc(SCC(=O)OCC)n1
→ 17% | 6 | -3% | 1% | -2% | 6 | 23% | 15% | 18%
CCN(CC)c1ccc(C(=O)OCC(=O)c2ccco2)cc1
→ 2% | -2 | -3% | 15% | -8% | -5 | 1% | -1% | -4%
COc1ccc(C2C(C(=O)NCc3ccccn3)c3ccccc3C(=O)N2C)cc1OC (configuration not stated)
→ 3% | 3 | -9% | 3% | -3% | 6 | 0% | -5% | ?
COc1ccc(C(CNc2ccc(S(=O)(=O)N3CCN(C)CC3)cc2[N+](=O)[O-])N(C)C)cc1 (configuration not stated)
→ -9% | -1 | -3% | 4% | 3% | -12 | 5% | -4% | ?
CC1(c2nnc(-c3cccc(Cl)c3)o2)CC(c2cccc(F)c2)=NO1 (configuration not stated)
→ ? | -6 | -10% | -14% | 16% | 12 | 15% | 10% | 11%
CC(NC(=O)CCCN1C(=O)CCn2nc(-c3cn(C)c4ccccc34)cc21)c1ccccc1 (configuration not stated)
→ 1% | -2 | · | · | -27% | · | · | · | 2%
Cc1ccc(CNC(=O)c2oc3ccc(S(=O)(=O)N4CCOCC4)cc3c2C)cc1
→ 6% | 9 | 8% | 1% | -9% | -9 | -27% | -4% | ?
COc1ccc(CNC(=S)N/N=C/c2ccncc2)cc1
→ 5% | 7 | -6% | ? | -23% | -4 | 12% | 14% | 12%

Assay outcomes from PubChem.
